Screens: PubChem BioAssay, several laboratories
RSV CPE inhibition: inhibition of RSV-induced cytopathic effect – HEp-2 cells, primary 10 µM value included (AID 2391). HEp-2 cells, RSV-induced CPE inhibition; higher % means a stronger effect. one-dose CPE inhibition, % at 10 µM; IC50 in µM for titrated hits. actives 0.13% (n = 310,000); in the data active = a potency from the dose series; inconclusive = CPE inhibition mostly from about 23% at the one dose, without a potency; inactive = the rest, 99 in 100 with CPE inhibition below about 21%; note: strong numbers were not always called active
T cell modulator: T cell immune modulators affecting CD8 T cell-vesicle binding | 2C CD8+ T cell-vesicle binding, flow cytometry; hits give low values | actives 0.068% (n = 330,000) | calls only at 7 µM;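 active = response, share of CD8 T cells binding vesicles, and their 90th percentile fluorescence all below set limits, cut at about 80% in these data, passing the limit was not always enough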
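incubation = binding step 1.5 h, 37 °C, antibody labelling 20 min, ice | test system = 2C mouse CD8+ T cells | read-out basis = percent CD8+ FL2 mean versus row control | controls = Peptide-free naked vesicles (low) and QL9 vesicles with 0.7% DMSO vehicle (high) | detection = flow cytometry of vesicle-bound cells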
West Nile virus CPE: West Nile virus antiviral activity, cell-based, CPE readout (AID 1621); West Nile virus-infected cells, CPE inhibition; higher % means a stronger effect; CPE inhibition, % at 10 µM, or IC50 in µM where a hit was titrated; actives 0.02% (n = 290,000); in the data active = a potency from the dose series; inconclusive = CPE inhibition mostly from about 3.7% at the one dose, without a potency; inactive = the rest, 99 in 100 with CPE inhibition below about 2.2%; note: strong numbers were not always called active
NTR1 agonist: agonists of NTR1, primary screen, imaging, U2OS cells, beta-arrestin-GFP, high content (AID 493036) | P30989 | NTR1-U2OS beta-arrestin-GFP spot imaging, agonist mode | activation, % at 20 µM | actives 0.17% (n = 330,000);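 active = activation at or above 40% of the spot to cytoplasm intensity ratio, with at least 20 cells analyzed; inconclusive = wells under 20 cells, flagged as cytotoxic or low count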;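 note: 0% = DMSO without peptide and 100% = 100 nM NTR1 peptide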
Target sequence (P30989 whole entry, looked up): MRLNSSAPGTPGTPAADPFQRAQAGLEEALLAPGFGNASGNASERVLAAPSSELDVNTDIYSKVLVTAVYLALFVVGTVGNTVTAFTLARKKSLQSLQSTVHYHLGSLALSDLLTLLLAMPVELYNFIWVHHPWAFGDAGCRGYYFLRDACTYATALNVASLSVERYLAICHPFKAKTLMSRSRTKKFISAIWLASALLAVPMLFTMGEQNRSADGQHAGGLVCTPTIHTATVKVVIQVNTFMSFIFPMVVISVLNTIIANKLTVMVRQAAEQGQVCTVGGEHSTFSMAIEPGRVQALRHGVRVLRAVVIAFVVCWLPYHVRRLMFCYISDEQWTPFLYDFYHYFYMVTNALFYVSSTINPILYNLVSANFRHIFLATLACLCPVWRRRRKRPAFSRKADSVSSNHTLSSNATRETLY
Salmonella PhoP GFP: PhoP-dependent GFP reporter repression – Salmonella Typhimurium, primary screen (AID 1863); actives 0.16% (n = 300,000); S. Typhimurium PhoP-regulated promoter GFP reporter, 4 h; higher % means a stronger effect; inhibition, % at 50 µM; hits with a dose series show IC50 in µM;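 active = inhibition over 29.93%, a cutoff 3 SD above the screen mean, later confirmed by dose response; inconclusive = inhibition over 29.93% but no dose response follow-up; inactive = inhibition at most 29.93% or unconfirmed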;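 note: 0% = low Mg2+ inducing control and 100% = high Mg2+ repressing control; strong numbers were not always called active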
Dengue-2 NS5 capping: flavivirus cap methylation enzyme inhibition – biochemical, confirmation dose response, primary screen (AID 588689); actives 0.3% (n = 340,000); one-dose inhibition, % at 25 µM; IC50 in µM for titrated hits; Dengue-2 NS5 methyltransferase capping enzyme assay, biochemical; higher % means a stronger effect; in the data active = a potency from the dose series; inconclusive = inhibition above about 29% without an active follow-up result
K1F lysis inhibition: inhibition of K1F phage lysis, E. coli UTI89, bacterial capsule biogenesis inhibitors, alamar blue (AID 488966) | E. coli UTI89 K1F phage lysis, alamar blue, 2 h; higher % means a stronger effect | inhibition, % at 100 µM, or IC50 in µM where a hit was titrated | actives 0.02% (n = 340,000);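 active = phage lysis inhibition, versus mean bacterial control, above a set limit; inconclusive = no clear call, values can overlap the other calls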;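 note: capsule biogenesis inhibitors block K1F phage lysis so surviving cells raise fluorescence; higher fluorescence means more inhibition of phage lysis; actives were called in the ten point dose series up to 300 µM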
Large T inhibition: TAg ATPase/helicase activity blockers – biochemical (AID 1903) | SV40 large T antigen ATPase/helicase inhibition assay; higher % means a stronger effect | one-dose inhibition, % at 20 µM; IC50 in µM for titrated hits | actives 0.39% (n = 310,000); in the data active = a potency from the dose series; inconclusive = inhibition mostly from about 32% at the one dose, without a potency; inactive = the rest, 99 in 100 with inhibition below about 32%; note: strong numbers were not always called active
MgcRacGAP inhibition: MgcRacGAP GTPase-activating activity inhibitors, confirmation, biochemical, ADP Hunter fluorescence; MgcRacGAP-stimulated Rac1 GTP hydrolysis, ADP Hunter fluorescence; higher % means a stronger effect; GST-tagged Rac1 F28L mutant substrate; one-dose inhibition, % at 30 µM; IC50 in µM for titrated hits; actives 0.6% (n = 340,000); AID 624330;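 active = first-screen hits whose inhibition reached a set limit at any dose in the follow-up dose series; inconclusive = inhibition above the set first-screen limit but never retested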;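 note: fluorescence reports GDP produced by GAP-driven GTP hydrolysis; strong numbers were not always called active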
T cell modulator vesicle-bound %: further read-out of T cell modulator, marked with its call; double positive events, %; measured here: CD8+ vesicle-bound cell fraction;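 binding gate set so that unloaded-vesicle control wells show 10% double positive cells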
NTR1 agonist cell count 20 µM: also measured in NTR1 agonist; calls as there; cell count; measured here: cell count, cytotoxicity flag
Dengue-2 NS5 capping pilot replicate: recorded beside Dengue-2 NS5 capping, whose call it bears; inhibition, %; measured here: pilot screen replicate inhibition
Active calls of the source: *; i = inactive; ? = inconclusive; nt = not tested or not shown; [ ] = remark or other dose.

SMILES | RSV CPE inhibition | T cell modulator | T cell modulator vesicle-bound % | West Nile virus CPE | NTR1 agonist | NTR1 agonist cell count 20 µM | Salmonella PhoP GFP | Dengue-2 NS5 capping | K1F lysis inhibition | Large T inhibition | MgcRacGAP inhibition | others
NC(=O)c1c(NC(=O)C2COc3ccccc3O2)sc2c1CCN(Cc1ccccc1)C2 (centres undefined) | -2.3% | i | 53 | 0.1% | 14 | 45 | -12% | -17% | 0.4% | 4% | 11%
O=C(Cc1c[nH]c2ccccc12)NCc1ccc(Cl)cc1 | 2.7% | i | 57 | -0.9% | 0.3 | 98 | 6% | -5% | 0.2% | 20% | 10%
C=CCNc1ncnc2ccc(Br)cc12 | 5.2% | i | 36 | -0.5% | -2.7 | 93 | 32% | -3% | 0.6% | -3% | 7%
COC(=O)c1ccc(NS(=O)(=O)NC(=O)c2c[nH]c3ccccc23)cc1 | 0.1% | i | 14 | 0.0% | 1.1 | 65 | 7% | 1% | 0.1% | 0% | 2%
CCc1cccc(CC)c1-n1c(SCC(=O)c2c(N)n(C)c(=O)n(C)c2=O)nnc1-c1cccnc1 | 2.1% | i | 48 | -0.4% | -0.3 | 54 | -8% | -1% | 3.8% | 9% | 0%
COC(=O)c1c(N)sc(C(C)=O)c1C | 3.2% | i | 23 | 0.4% | -2.3 | 98 | 15% | -3% | -0.2% | 6% | 1%
C/C(CC(=O)Nc1ccc([N+](=O)[O-])cc1)=N\NC(=O)c1ccccc1[N+](=O)[O-] | -0.3% | i | 34 | -0.3% | 0.6 | 74 | -5% | nt | 1.3% | 8% | 7%
CCc1ccc2c(c1)c1nnc(NN)nc1n2CC | ? | i | 5 | -0.6% | 7.3 | 61 | 13% | 3% | -0.2% | -1% | 3%
C[C@@]12C(=O)Nc3cc(F)ccc3C(=O)N1[C@H]1c3ccccc3OC[C@@H]1[C@@H]2c1ccccc1 | 15% | i | 22 | nt | -2.5 | 106 | nt | -8% | 1.6% | 11% | 3%
COCCNC(=S)N/N=C(\C)c1ccc(Cl)s1 | 4.2% | i | 57 | 0.2% | 1.5 | 55 | -5% | 3% | 0.0% | 14% | 2%
CCc1ccc(NC(=O)COc2ccc(Br)cn2)cc1 | 4.8% | i | 44 | 0.0% | -1.0 | 33 | -8% | -4% | -0.4% | 8% | 4%
CCC(O)CNC(=O)NC(=C(Cl)Cl)c1ccc(C)c(F)c1 (centres undefined) | 0.6% | i | 49 | -1.1% | -0.8 | 92 | 8% | -1% | 0.2% | 12% | 0%
CC1CCCN(C(=O)C(C)Sc2nc(-c3ccccc3)cc(C(F)(F)F)n2)C1 (centres undefined) | 8.9% | i | 9 | 0.0% | 5.8 | 41 | 1% | -4% | 0.0% | 18% | 3%
COc1ccccc1NC(=O)CSc1ncc(CO)n1Cc1ccc(F)cc1 | nt | i | 21 | 0.0% | -0.8 | 56 | 0% | 8% | 0.2% | 6% | 7%
COc1ccc(C(=O)NCCS(=O)(=O)N2CCC3(CC2)OCCO3)cc1 | -2.1% | i | 20 | nt | -0.1 | 65 | 4% | -1% | -0.4% | 5% | -4%
Oc1ccc(Oc2ccc3c(C(F)(F)F)cc(C(F)(F)F)nc3n2)cc1 | ? | i | 7 | -0.9% | 7.8 | 71 | -6% | -8% | -0.5% | 20% | 12%
COc1cc(C(=O)Nc2ccc(NC(=O)c3ccco3)nc2)cc(OC)c1OC | 1.6% | i | 59 | 0.1% | -1.1 | 68 | 10% | -1% | 3.9% | 13% | 11%
Cn1cccc1C(=S)N=P(C1CCCCC1)(N1CCOCC1)N1CCOCC1 | 0.6% | i | 21 | 0.6% | -0.4 | 52 | 5% | 4% | 4.1% | 9% | 7%
CCOc1ccccc1NC=C1C(=O)OC(C)(C)OC1=O | -0.1% | i | 33 | 0.1% | -0.2 | 84 | 3% | -6% | 0.1% | 9% | 8%
CCOC(=O)C1(Cc2ccccc2C(F)(F)F)CCN(Cc2ccc(COC)o2)CC1 | -1.0% | i | 56 | -1.4% | 2.0 | 30 | -5% | -4% | -0.6% | 8% | 2%
COc1ccc(C(C(=O)NC2CCCC2)N(C(=O)c2csnn2)C2CC2)cc1 (centres undefined) | 0.6% | i | 21 | -0.7% | 0.2 | 49 | -3% | -7% | 0.2% | 8% | 8%
CN(C)c1oc(COc2ccccc2F)nc1C#N | 1.1% | i | 63 | -0.1% | -0.8 | 86 | -1% | -13% | 0.0% | 3% | 3%
O=[N+]([O-])c1ccc2c(c1)ncn2CCc1ccccc1 | 2.4% | i | 53 | -1.2% | -0.2 | 67 | -2% | nt | 0.7% | 18% | -9%
COC(=O)[C@@]1(Cc2ccccc2)[C@H]2C(=O)N(C)C(=O)[C@H]2[C@H]2CN=C(SCc3ccccc3)N21 | nt | nt | nt | nt | 0.3 | 44 | nt | -5% | 0.0% | nt | 8% | Dengue-2 NS5 capping pilot replicate=-5.5
Cc1ccc(C)c(NC2=NCC(=O)N2C2CCCCC2)c1 | 0.0% | i | 26 | -0.7% | 4.7 | 68 | -2% | -3% | 3.8% | -98% | -1%

An excerpt from above in order of length of the SMILES, lowest first.
SMILES | RSV CPE inhibition | T cell modulator | T cell modulator vesicle-bound % | West Nile virus CPE | NTR1 agonist | NTR1 agonist cell count 20 µM | Salmonella PhoP GFP | Dengue-2 NS5 capping | K1F lysis inhibition | Large T inhibition | MgcRacGAP inhibition | others
COC(=O)c1c(N)sc(C(C)=O)c1C | 3.2% | i | 23 | 0.4% | -2.3 | 98 | 15% | -3% | -0.2% | 6% | 1%
Cc1ccc(C)c(NC2=NCC(=O)N2C2CCCCC2)c1 | 0.0% | i | 26 | -0.7% | 4.7 | 68 | -2% | -3% | 3.8% | -98% | -1%
O=[N+]([O-])c1ccc2c(c1)ncn2CCc1ccccc1 | 2.4% | i | 53 | -1.2% | -0.2 | 67 | -2% | nt | 0.7% | 18% | -9%
COc1ccc(C(C(=O)NC2CCCC2)N(C(=O)c2csnn2)C2CC2)cc1 (centres undefined) | 0.6% | i | 21 | -0.7% | 0.2 | 49 | -3% | -7% | 0.2% | 8% | 8%
C[C@@]12C(=O)Nc3cc(F)ccc3C(=O)N1[C@H]1c3ccccc3OC[C@@H]1[C@@H]2c1ccccc1 | 15% | i | 22 | nt | -2.5 | 106 | nt | -8% | 1.6% | 11% | 3%

Further compounds
SMILES | RSV CPE inhibition | T cell modulator | T cell modulator vesicle-bound % | West Nile virus CPE | NTR1 agonist | NTR1 agonist cell count 20 µM | Salmonella PhoP GFP | Dengue-2 NS5 capping | K1F lysis inhibition | Large T inhibition | MgcRacGAP inhibition | others
O=C(NC(c1ccc(Cl)cc1)c1cc(Cl)c2cccnc2c1O)c1cccnc1 (centres undefined) | -1.7% | i | 50 | ? | nt | nt | 6% | 4% | 2.6%[50 µM] | -1% | 3%
O=C1CN(C(=O)COC(=O)/C=C/c2ccc(OC(F)F)cc2)c2ccccc2N1 | 3.8% | i | 41 | -0.1% | -0.6 | 51 | -5% | 4% | 1.6% | -6% | 2%
O=C(c1sccc1-c1ccccc1)N1CCN(S(=O)(=O)c2ccccc2F)CC1 | 0.2% | i | 39 | nt | 1.1 | 53 | -5% | -3% | 0.3%[50 µM] | 27% | 0%
Cn1c(CNC(=O)c2ccccc2F)nnc1SCCOc1ccccc1 | 0.8% | i | 41 | 0.6% | -1.3 | 50 | 1% | -1% | 0.4% | 4% | 4%
O=C(O)c1cc(S(=O)(=O)Nc2ccc3cn[nH]c3c2)ccc1Cl | nt | i | 6 | nt | 2.3 | 71 | nt | -3% | 0.5% | nt | 6%
COc1ccc(C(C)=O)cc1COC(=O)Cn1cnc2ccccc2c1=O | 2.0% | i | 10 | -0.5% | 1.0 | 63 | 6% | 5% | 1.5% | 0% | 8%
Cc1ccc(S(=O)(=O)CCc2nc3ccccc3s2)cc1 | 1.3% | i | 54 | -0.1% | -0.3 | 76 | 3% | 5% | 0.2% | 7% | 11%
COc1ccc(CN2C(=O)CN=C2Nc2ccc(C)cc2C)cc1 | 0.6% | i | 35 | 0.1% | -0.9 | 65 | 8% | 2% | 2.4% | 1% | 6%
S=c1[nH]nc(-c2ccc3ncccc3c2)n1-c1ccc2c(c1)OCCO2 | 0.2% | i | 25 | 0.2% | -1.4 | 69 | -9% | 8% | -0.1% | 17% | 16%
CC1Nc2ncnc(N3CCN(c4ccccn4)CC3)c2N(Cc2ccccc2)C1=O (centres undefined) | 0.7% | i | 12 | nt | 0.1 | 93 | 17% | -12% | -0.3% | 24% | 6%
Cc1ccccc1-c1n[nH]c(=S)n1/N=C/c1c(C)nn(-c2ccccc2)c1C | 11µM* | i | 42 | 0.5% | 1.0 | 48 | -4% | -9% | 5.8% | 6% | 13%
COc1ccc(C(=O)NN(C)c2nc(-c3ccccc3)cc(C)c2S(C)(=O)=O)cc1 | 0.5% | i | 53 | -0.2% | -0.1 | 47 | 1% | -1% | 0.7% | 20% | 3%
O=C(O)C(Oc1ccc2cc(-c3ccc(Cl)cc3)c(=O)oc2c1)c1ccccc1 (centres undefined) | 3.5% | i | 55 | -0.1% | 1.7 | 51 | 7% | 10% | -1.6% | 15% | 14%
CCCN(CCC)CCCNC(=O)C1c2cc(OC)c(OC)cc2C(=O)N(C)C1c1cccnc1 (centres undefined) | 1.8% | i | 29 | 0.4% | 3.5 | 61 | -5% | -5% | 1.6% | 23% | -2%
COc1ccc(NC(=O)/C(=C\c2ccco2)NC(=O)c2ccco2)cc1 | 1.4% | i | 29 | -0.2% | 4.3 | 37 | -4% | -17% | 1.0% | 11% | 4%
COc1cc(OC)cc(-c2c(-c3cccs3)c3cc(-c4ccc5c(c4)OCO5)ccc3n2C)c1 | 1.5% | i | 33 | nt | 0.3 | 54 | nt | 4% | 1.2% | nt | 3%
COc1c(C)cccc1C(=O)Nc1ccc(N2CCN(C(=O)c3ccccc3C)CC2)cc1 | ? | i | 10 | 0.1% | 5.3 | 53 | 1% | -2% | 0.1% | 5% | 6%
CCOc1ccc(/C=N/NC(=O)CN2CCCCC2)cc1OCC | -0.6% | i | 47 | 0.7% | 1.9 | 63 | 9% | -8% | 0.0% | 9% | 10% | Dengue-2 NS5 capping pilot replicate=-1.5
C=CCN1C(=O)C2(OCCCO2)c2c(C)ccc(C)c21 | 1.3% | i | 43 | 0.0% | -0.6 | 70 | -3% | -3% | 0.0% | 10% | 7%
